# FXIa inh – human FXIa protease inhibitors, primary screen, biochemical, 1536-well | purified FXIa, Boc-Glu-Ala-Arg-AMC fluorogenic substrate | inhibition, % at 5 µM | 220,000 compounds, 0.14% hits | AID 798, 2007;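 active = inhibition of at least 40%; inactive = inhibition below 40%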;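 note: fluorescence of freed AMC excited at 355 nm; 0% = enzyme without compound and 100% = no enzyme blank; many of its hits are not listed in these tables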
# Target sequence (P03951 19-387 limits assumed): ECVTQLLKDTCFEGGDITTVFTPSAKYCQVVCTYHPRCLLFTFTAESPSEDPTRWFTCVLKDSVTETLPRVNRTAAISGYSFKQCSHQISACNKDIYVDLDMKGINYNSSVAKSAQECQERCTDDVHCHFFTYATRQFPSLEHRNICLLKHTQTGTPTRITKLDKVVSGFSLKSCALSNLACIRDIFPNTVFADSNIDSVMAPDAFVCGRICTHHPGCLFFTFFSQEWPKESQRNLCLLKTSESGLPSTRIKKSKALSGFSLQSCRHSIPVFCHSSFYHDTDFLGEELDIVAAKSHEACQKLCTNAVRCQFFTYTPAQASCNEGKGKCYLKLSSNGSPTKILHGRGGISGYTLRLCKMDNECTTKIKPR
# Target sequence (P03951 388-625 limits assumed): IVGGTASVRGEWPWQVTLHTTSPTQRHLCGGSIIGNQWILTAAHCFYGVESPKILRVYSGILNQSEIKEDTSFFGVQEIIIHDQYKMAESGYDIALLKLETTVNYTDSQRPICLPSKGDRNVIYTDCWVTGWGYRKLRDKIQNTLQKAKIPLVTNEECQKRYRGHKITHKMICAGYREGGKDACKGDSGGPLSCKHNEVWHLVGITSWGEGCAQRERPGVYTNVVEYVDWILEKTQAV
# 14-3-3 Bad PPI – inhibitors of 14-3-3 zeta/Bad binding, primary screen, biochemical, TR-FRET, bovine 14-3-3 zeta | inhibition, % at 21.7 µM | TR-FRET 14-3-3zeta/Dy647-pBad peptide displacement, 1 h | AID 781, 2007 | 220,000 compounds, 0.71% hits | 14-3-3 protein zeta/delta (Bos taurus), P63103;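 active = inhibition above about 70%, limit read from the data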;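 note: 0% = full 14-3-3 plus peptide FRET controls and 100% = background without 14-3-3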
# eIF4E 4G PPI – eIF4E–eIF4G protein interaction inhibitors, primary screen, biochemical, uHTS, TR-FRET, eIF4GI fragment; TR-FRET eIF4E-eIF4GI(517-606) binding, 2 h; inhibition, % at 21.7 µM; 220,000 compounds, 0.37% hits; AID 782, 2007;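 active = inhibition above about 30%, limit read from the data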;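 note: 0% = full FRET control wells and 100% = background wells lacking eIF4GI fragment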
# Mdm2 ligase inh – MDM2-luciferase reporter signal enhancers, primary screen, MDM2 E3 ligase inhibitor project, cell-based, luminescence, 1536-well; E3 ubiquitin-protein ligase Mdm2 (Homo sapiens), Q00987; cell-based MDM2 ubiquitination luciferase reporter, 2 h; 0 = plate control, 100 = twice control, blank-subtracted; signal enhancement, % at 5 µM; AID 1230, 2008; 210,000 compounds, 0.11% hits;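 active = signal enhancement of 30% or more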;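 note: luminescence tracks abundance of the self-degrading MDM2-luciferase fusion protein; higher signal means inhibition of MDM2 E3 ligase activity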
#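 System: stable MDM2–luciferase fusion reporter cells / Input: 2000 cells seeded into each well / Schedule: 4 h settle plus 2 h compound, 37 °C / Compound: single-point 5 µM / Buffer or medium: cells held in DMEM / Benchmarks: control and blank well means / Evaluation: percent signal gain over controls, blank-subtracted / Measured by: luciferase luminescence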
# Rad51 HR inh – human RAD51 strand exchange inhibitors, primary screen, biochemical, fluorescence. DNA repair protein RAD51 homolog 1 (Homo sapiens), Q06609. hRad51 DNA strand exchange, fluorescence dequenching. inhibition, % at 10 µM. 200,000 compounds, 0.085% hits. AID 1385, 2008;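 active = inhibition above 40% at the single screening dose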;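 note: 0% = DMSO control wells and 100% = blanks with heterologous ssDNA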
#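 Material: human Rad51–ssDNA filaments; Probe or stimulus: labelled 47-mer dsDNA for strand exchange; Doses: single 10 µM dose; Incubation: 37 °C 15-min filament assembly, 30-min compound preincubation, 15-min exchange; Technique: FRET fluorescence dequenching, excitation 485 nm, emission 520 nm; Measure: Fluorescence-based percent inhibition, control- and blank-normalised; Benchmarks: plate control and blank wells.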
# p97 ATPase inh – inhibitors of human p97 ATPase, primary screen, biochemical; recombinant p97 ATPase, Kinase-Glo ATP luminescence, 3 h; inhibition, % at 8 µM; 220,000 compounds, 0.42% hits; AID 1481, 2009; in the data active = inhibition above about 15%;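 note: 0% = DMSO vehicle and 100% = wells lacking enzyme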
# KLK5 inh – human KLK5 protease inhibitors, primary screen, biochemical, 1536-well. inhibition, % at 5 µM. AID 873, 2007. 210,000 compounds, 0.59% hits. Kallikrein-5 (Homo sapiens), Q9Y337. recombinant hK5, fluorogenic AMC substrate cleavage;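 active = inhibition of 40% or more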;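 note: 0% = enzyme controls without compound and 100% = no-enzyme blanks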
# Target sequence (Q9Y337 67-293 limits assumed): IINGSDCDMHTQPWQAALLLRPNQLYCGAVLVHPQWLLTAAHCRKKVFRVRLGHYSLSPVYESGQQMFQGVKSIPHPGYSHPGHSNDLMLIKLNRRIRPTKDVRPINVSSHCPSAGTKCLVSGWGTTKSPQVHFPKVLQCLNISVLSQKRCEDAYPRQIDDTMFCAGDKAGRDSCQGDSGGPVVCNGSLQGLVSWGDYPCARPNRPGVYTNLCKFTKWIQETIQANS
# Wee1 stabilizer – Wee1 degradation inhibitors, primary screen, cell-based, HeLa, Wee1K328M-luciferase, luminescence; AID 1321, 2008; Wee1-like protein kinase (Homo sapiens), P30291; reporter increase, % at 5 µM; 220,000 compounds, 1.2% hits; HeLa Luc-Wee1K328M stability; 100% = proteasome inhibitor MG132 effect;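 active = activation above the mean of all tested compounds plus 3 SD, set per screening run, cut at about 8.8% in these data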;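 note: cells exposed to compound for 20 h before luminescence read; 0% = DMSO alone and 100% = MG132 at 30 µM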
# FXIIa inh – human FXIIa protease inhibitors, primary screen, biochemical, 1536-well; Coagulation factor XII (Homo sapiens), P00748; purified FXIIa, Boc-QGR-AMC fluorogenic substrate, 2 h; inhibition, % at 5 µM; 220,000 compounds, 0.3% hits; AID 800, 2007; in the data active = inhibition above about 40%;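 note: 0% = enzyme with no compound and 100% = blank without enzyme; many of its hits are not listed in these tables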
# * = called active by the depositor; . = not tested or not shown; [ ] = another dose, or the depositor's remark. An unsorted share of the library (roughly 3.5% active in at least one column).
SMILES,FXIa inh,14-3-3 Bad PPI,eIF4E 4G PPI,Mdm2 ligase inh,Rad51 HR inh,p97 ATPase inh,KLK5 inh,Wee1 stabilizer,FXIIa inh
Cc1cc(C)c(S(=O)(=O)Nc2ccc3c(c2)CCC3)c(C)c1,-9,10,-13,-9,-11,-8,-8,1,-3
O=C(CNS(=O)(=O)c1ccc(Br)s1)N1CCCC1,-7,1[fluorescence artefact?],4,-1,-2,7,-9,-1,-13
CCc1c(C)sc(NC(=S)N2CCN(CC)CC2)c1C(=O)OC,-5,-17,-2,-10,29,1,-5,0,6
Cc1nnc(Nc2ccccn2)c2ccccc12,-1,12,4,5,.,2,-16,3,6
O=C(N/N=C\c1cccc(Br)c1)c1ccccc1-n1cccc1,-7,-3[fluorescence artefact?],8[fluorescence artefact?],-15,-1,0,-4,2,-1
O=C(CC(NS(=O)(=O)c1ccc(Cl)cc1)c1ccco1)NC1CCCC1 (stereo not drawn),2,-11,-5,7,.,0,-3,-1,0
O=C(NC1CCCCC1)n1c(=O)oc2cc(S(=O)(=O)N3CCCCC3)ccc21,-9,-2,-2,-3,2,4,-16,1,-8
O=C(Nc1nnc(SCc2ccccc2)s1)c1ccco1,-1,3,3,.,6,0,-2,7,2
CCc1cc(CN2CCOCC2)c(NC(=O)c2ccccc2)s1,-8,-5,0,-5,-2,1,1,1,1
O=C(C1=C[C@H](C2CC2)C[C@H](OCCCCO)O1)N1CCN(Cc2ccccc2)CC1,-3,2,0,.,-3,-4,-3,5,2
CCNc1c(NCC)c(=O)c1=O,-2,-2,-7,-4,.,5,2,0,9
COc1cccc(OCCSc2nc(N)cc(N)n2)c1,11,2,6,-8,0,2,0,-1,8
Cn1c(SCC(=O)Nc2nc(C(C)(C)C)cs2)nnc1C1CC1,0,3,-2,-18,-7,-4,-3,-2,6
Cc1oc(-c2cccc(Br)c2)[n+]([O-])c1C,4,-1,-1,2,3,0,0,2,11
O=S(=O)(CCCc1ccccc1)c1ncn[nH]1,-7,5,11,-16,13,2,1,-1,2
CCC1=C/C(=C\c2ccc3c(c2)OCO3)C(=O)S1,-5,-9,-17,8,-9,2,-32,1,7
CN(C(=O)C12CC3CC(CC(C3)C1)C2)C1CCS(=O)(=O)C1 (stereo not drawn),2,6,-3,19,2,4,0,-2,-3
COc1ccc2cc(CN(CC3COCCO3)S(=O)(=O)c3ccccc3)c(=O)[nH]c2c1 (stereo not drawn),-12,7,6,-7,.,-3,-6,-2,13
CC(C)(C)c1ccc(C(=O)N/N=C2\C3CN4CCN(C3)CC2(c2ccccc2)C4)cc1,4,-3,14,.,.,0,-30,0,10
COc1ccc(N(C)S(=O)(=O)c2cccc(C(=O)OCC(=O)NCc3ccccc3OC)c2)cc1,6,3,-1,.,14,0,10,0,12
CCOC(=O)N1CCN(CC(=O)Nc2cc(OC)c(OC)cc2C#N)CC1,-1,1,2,-20,.,-3,.,0,8
O=C(NN1C(=O)C2C(C1=O)C1C=CC2C12CC2)c1ccccc1Cl (stereo not drawn),-1,2,12,-7,-8,-9,-2,2,5
COc1ccc(C(=O)CSc2nnc(CN3CCCCC3)n2-c2ccc(F)cc2)cc1OC,2,6[fluorescence artefact?],-3,-11,2,-10,-15,-1,-16
Cc1ccc(CN2C(=O)CCC2C(=O)NCc2cccnc2)cc1 (stereo not drawn),-2,-6[fluorescence artefact?],-1,-20,4,1,-30,3,12
COc1cc(C(=O)OCCCN2CCOCC2)ccc1O,-1,-10,-2,0,24,7,-2,-1,6
CCN(CCCn1c(=S)[nH]c2ccc(N3CCOCC3)cc2c1=O)c1ccccc1,-1,-10,1,-5,-4,-3,4,0,7
CC1(C)Cc2ccccc2-c2nnc(SCc3ccc(C#N)cc3)n21,0,3,-5,-17,-4,-6,1,0,10
COC(=O)c1nn(-c2ccccc2)c(Cl)c1/C=N/OCc1ccc(C)cc1,-2,24,3,-15,-8,-1,31,2,-12
Cc1ccc2nsnc2c1N(S(C)(=O)=O)S(C)(=O)=O,2,-17,-9,-6,-6,3,-8,-2,14
COCCN(Cc1cc2cc3c(cc2nc1Cl)OCO3)C(=O)c1cccc(C)c1,5,8,1,.,-1,2,5,-3,9
CCC(C)NC(=O)c1cn(C)c(=O)c2cc(OC)c(OC)cc12 (stereo not drawn),-3,3,2,7,2,4,-31,0,9
CC(C)(C)n1ncc2c(=O)n(CC(=O)Nc3ccc4c(c3)OCCO4)cnc21,3,11,2,-2,2,5,-10,-3,14
CCCCCOc1ccc(Cn2ccnc2)cc1[N+](=O)[O-],6,-14,5[fluorescence artefact?],-5,3,4,-24,-1,9
O=C(Nc1cccc(C(F)(F)F)c1)C1CCCN(c2ncccn2)C1 (stereo not drawn),3,-4,0,-21,1,-9,-10,1,9
Cc1ccc(/C=C2\SC(=S)N(CCC(=O)NNS(=O)(=O)c3ccccc3)C2=O)cc1,4,1,1,.,11,3,9,3,15
Cc1nc2ccccc2c2oc(C(=O)NCCCN3CCCC3=O)cc12,5,6,0,-5,-3,3,-6,-3,17
C/C(=N\NS(=O)(=O)c1ccc(Cl)c([N+](=O)[O-])c1)c1ccc(C)o1,11,17,-5,-27,-4,5,1,-2,23
CCN(CC)CCNc1ncnc2c1sc1nc(N3CCOCC3)c3c(c12)CCCC3,3,3,-5,-8,.,0,2,4,9
COc1ccc(C(=O)N/N=C/c2ccc(SC)cc2)cc1,19,11,-1[fluorescence artefact?],-7,-12,4,-1,-1,18
COc1ccc(Nc2nnc(SCC(=O)c3cc(C)n(CC4CCCO4)c3C)s2)cc1 (stereo not drawn),3,3,-2,-12,-1,1,12,1,11
COc1ccc(-c2cc(C#N)nc(N3CCN(c4ccccc4)CC3)n2)cc1,-4,-6[fluorescence artefact?],-1,-16,4,0,-3,-2,-1
C#Cc1ccc([C@H]2C=C(C(=O)N3CCOCC3)O[C@@H](OCC)[C@@H]2CCCO)cc1,0,1,-2,.,6,5,3,0,7
CCOCCCNC(=O)c1ccc(NC(C)=O)cc1,0,.,.,-5,4,5,-8,1,11
Cc1cc2ccccc2c(=O)n1CC(=O)Nc1ccc2c(c1)OCCO2,6,-2,5,5,-7,3,3,1,8
CCOc1ccc(C(=O)Nc2nnc(NC(=S)Nc3ccccc3)s2)cc1,-3,-9,0,-8,-6,4,-12,2,-1
N#CC1=C(N)Oc2c(ccc3ccccc23)C1c1cccs1 (stereo not drawn),-2,0[fluorescence artefact?],-12[fluorescence artefact?],-61,-4,1,8,0,29
O=C(CSc1nnc2c3ccccc3c3ccccc3c2n1)Nc1ccccc1,3,-12,-27,-18,.,4,-19,1,17
O=C(/C=C/c1cccc(F)c1)N1CCN(c2ccccn2)CC1,0,-1,-1,-10,.,-1,-2,0,4
Nc1nc(SCc2nnc(SCC(=O)O)n2-c2ccccc2)nc2sc3c(c12)CCCC3,0,11,5,-8,-6,-1,-21,1,4
Cc1ccc(S(=O)(=O)Nc2ncc(C(F)(F)F)cc2Cl)cc1,-6,2,3,-19,15,3,-8,-2,0
COC(=O)C(C)(C)ONC(=O)Nc1ccccc1,0,-4,-3,-10,-7,2,5,2,7
O=C(/C=C/c1ccccc1)OCc1cnc(Cl)s1,-6,-11,1,-28,6,-5,-5,-3,3
COc1ccccc1CNC(=O)c1cn(C)c(=O)c2cc(OC)c(OC)cc12,1,15,-8,-8,1,3,-26,-2,12
Brc1ccccc1-c1nnc2sc(Cc3ccccc3)nn12,-1,-2,-5,-20,-1,0,-6,-1,5
N/C(=N\OC(=O)COc1cc(Cl)c(Cl)cc1Cl)c1ccccn1,-3,1,1,-10,-9,5,-10,3,3
O=C1CC(c2ccsc2)Sc2ccccc2N1 (stereo not drawn),2,2,0,0,-4,11,-3,3,7
CC(=O)c1ccc(C(=O)Nc2nnc(-c3ccc(Cl)cc3)o2)cc1,2,-12,-15,2,0,.,-14,.,9
CC(NC(=O)OCc1ccccc1)C(=O)NCC1CCCO1 (stereo not drawn),-1,-1,8,-9,6,-3,-13,-1,8

# Exported as tab-separated lines: entries from further up.
structure	FXIa inh	14-3-3 Bad PPI	eIF4E 4G PPI	Mdm2 ligase inh	Rad51 HR inh	p97 ATPase inh	KLK5 inh	Wee1 stabilizer	FXIIa inh
CCOCCCNC(=O)c1ccc(NC(C)=O)cc1	0	.	.	-5	4	5	-8	1	11
Cc1cc2ccccc2c(=O)n1CC(=O)Nc1ccc2c(c1)OCCO2	6	-2	5	5	-7	3	3	1	8
CCOc1ccc(C(=O)Nc2nnc(NC(=S)Nc3ccccc3)s2)cc1	-3	-9	0	-8	-6	4	-12	2	-1
N#CC1=C(N)Oc2c(ccc3ccccc23)C1c1cccs1 (stereo not drawn)	-2	0[fluorescence artefact?]	-12[fluorescence artefact?]	-61	-4	1	8	0	29
O=C(CSc1nnc2c3ccccc3c3ccccc3c2n1)Nc1ccccc1	3	-12	-27	-18	.	4	-19	1	17
O=C(/C=C/c1cccc(F)c1)N1CCN(c2ccccn2)CC1	0	-1	-1	-10	.	-1	-2	0	4
Nc1nc(SCc2nnc(SCC(=O)O)n2-c2ccccc2)nc2sc3c(c12)CCCC3	0	11	5	-8	-6	-1	-21	1	4
Cc1ccc(S(=O)(=O)Nc2ncc(C(F)(F)F)cc2Cl)cc1	-6	2	3	-19	15	3	-8	-2	0
COC(=O)C(C)(C)ONC(=O)Nc1ccccc1	0	-4	-3	-10	-7	2	5	2	7
O=C(/C=C/c1ccccc1)OCc1cnc(Cl)s1	-6	-11	1	-28	6	-5	-5	-3	3
COc1ccccc1CNC(=O)c1cn(C)c(=O)c2cc(OC)c(OC)cc12	1	15	-8	-8	1	3	-26	-2	12
Brc1ccccc1-c1nnc2sc(Cc3ccccc3)nn12	-1	-2	-5	-20	-1	0	-6	-1	5
N/C(=N\OC(=O)COc1cc(Cl)c(Cl)cc1Cl)c1ccccn1	-3	1	1	-10	-9	5	-10	3	3
